# TRPV1 ag – HTS Assay for Compounds that Act as Agonists of the Vanilloid Receptor 1 | Transient receptor potential cation channel subfamily V member 1 (Homo sapiens), Q8NER1 | TRPV1-expressing cells, Fluo-8 calcium influx, agonist mode | activation, % at 8.33 µM | actives 0.19% (n = 320,000) | AID 540275, 2011; in the data active = activation above about 80%; inconclusive = between about 30% and that limit; note: 0% is about no effect
#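 TRPV1-expressing cells were cultured overnight at 35.5C and loaded with Fluo-8 calcium dye for 40 to 90 min at room temperature. After a 10 s baseline, compound was added and calcium influx was read kinetically for 3 min (ex 480/em 520 nm).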
# Tb PFK block – qHTS Assay to Find Inhibitors of T. brucei phosphofructokinase; ATP-dependent 6-phosphofructokinase (Trypanosoma brucei brucei), O15648; Potency, µM (series often up to 57.5 µM), inactives show at the top dose activity, negative = inhibition, hits mostly inhibitors; actives 0.17% (n = 330,000); T. brucei PFK, ADP-Glo luminescence;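 note: potency is the fitted concentration of half-maximal effect; 0% = uninhibited 1x PFK enzyme wells and -100% = no-enzyme wells; nearly all actives have a fitted effect of over 60% in size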
# Target sequence (O15648 whole entry, looked up): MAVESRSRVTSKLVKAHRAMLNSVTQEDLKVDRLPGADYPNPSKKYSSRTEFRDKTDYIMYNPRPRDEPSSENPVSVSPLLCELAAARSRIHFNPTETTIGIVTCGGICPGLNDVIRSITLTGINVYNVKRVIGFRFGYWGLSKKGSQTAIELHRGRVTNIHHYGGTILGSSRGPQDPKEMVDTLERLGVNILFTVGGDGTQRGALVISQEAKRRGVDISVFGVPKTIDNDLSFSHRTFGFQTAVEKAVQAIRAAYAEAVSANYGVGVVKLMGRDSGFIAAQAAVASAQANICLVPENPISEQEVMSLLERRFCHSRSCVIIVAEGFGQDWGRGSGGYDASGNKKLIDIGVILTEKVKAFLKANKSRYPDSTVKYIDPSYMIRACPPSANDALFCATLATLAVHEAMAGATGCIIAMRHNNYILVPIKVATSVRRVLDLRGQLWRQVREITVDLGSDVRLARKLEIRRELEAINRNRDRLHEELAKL
#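 Activity is normalized to no-enzyme wells (full inhibition) and 1.25 nM enzyme wells (no inhibition). Reaction: 0.5 mM F6P, 0.1 mM ATP, 45 min RT, ADP-Glo luminescence; concentration-response curves fitted and classed by quality.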
# Gal4-VP16 FLuc – VP16 counterscreen qHTS for inhibitors of ROR gamma transcriptional activity. Drosophila S2 Gal4-VP16 UAS-luciferase, luminescence, 20 h. Potency, µM (top dose mostly 53.6 µM), for the others: at the top dose activity, negative = inhibition, hits mostly inhibitors. actives 3.5% (n = 310,000);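 note: Gal4-VP16 expression switched on by copper sulfate through the metallothionein promoter; potency is the fitted concentration of half-maximal effect; % is set by controls: 0 for no effect and ±100 for the full control effect; nearly all actives have a fitted effect of over 50% in size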
# FLuc modulator – qHTS profiling assay for firefly luciferase inhibitor/activator using purifed enzyme and Km concentrations of substrates (counterscreen for miR-21 project) | actives 6.9% (n = 360,000) | purified FLuc, Km substrates, luminescence inhibition | Potency, µM (highest dose often 57.5 µM), for inactives: top-dose activity change, negative = inhibition, usual class: inhibitors;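 note: potency is the fitted concentration of half-maximal effect; plate controls were vehicle for no effect and reference inhibitor for full effect; nearly all actives have a fitted effect of over 55% in size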
# Target sequence (P08659 whole entry, looked up): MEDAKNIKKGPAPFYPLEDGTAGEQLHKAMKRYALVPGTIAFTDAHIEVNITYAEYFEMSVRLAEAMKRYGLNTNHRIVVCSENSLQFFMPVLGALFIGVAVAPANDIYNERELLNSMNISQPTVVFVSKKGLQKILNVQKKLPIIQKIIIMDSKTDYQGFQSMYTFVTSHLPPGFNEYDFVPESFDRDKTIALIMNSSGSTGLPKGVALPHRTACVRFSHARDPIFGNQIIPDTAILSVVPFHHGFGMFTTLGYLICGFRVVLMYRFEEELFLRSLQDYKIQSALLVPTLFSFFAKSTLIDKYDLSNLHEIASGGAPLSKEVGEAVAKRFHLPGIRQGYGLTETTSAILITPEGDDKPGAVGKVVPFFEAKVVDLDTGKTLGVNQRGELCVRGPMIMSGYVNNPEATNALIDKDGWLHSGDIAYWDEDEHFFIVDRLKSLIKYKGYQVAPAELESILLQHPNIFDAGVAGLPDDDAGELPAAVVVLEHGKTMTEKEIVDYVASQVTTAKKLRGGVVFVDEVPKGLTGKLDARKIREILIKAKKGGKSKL
#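 Purified P. pyralis luciferase (10nM final) with 10uM D-luciferin and 10uM ATP (Km levels) in 50mM Tris acetate pH 7.5, 10mM Mg acetate, 0.01% Tween-20, 0.05% BSA; qHTS 6-point titration, ~60 µM downward; luminescence read.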
# BRCA1 expr up – qHTS Assay to Identify Small Molecule Activators of BRCA1 Expression. actives 1.1% (n = 380,000). MCF7-BRCA1-FFLuc reporter, luminescence, 48 h; response scale: scaled: vehicle 0%, 10 µM genistein 100%. Potency, µM (doses to about 46.1 µM), without a hit: at the top dose activation, most hits filed as activators; note: potency is the fitted concentration of half-maximal effect; nearly all actives have a fitted effect of over 80% in size; some results filed as inactive show a strong effect at the top dose
#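 MCF7-BRCA1-FFLuc cells, 2000/well in phenol-red-free MEM, attached 2 h then treated 48 h at 37 C. Luciferase luminescence read 15 min after reagent; normalized to genistein maximum activation (10microM) and DMSO, concentration-response fitted.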
# p53 reactivation – qHTS assay for re-activators of p53 using a Luc reporter; Potency, µM (titrated, usually from 92.2 µM), for the others: top-dose activity change, positive = activation, usual class: activators; actives 0.063% (n = 320,000); H1299 p53-A138V BP100-luciferase reporter, luminescence, 24 h; note: potency is the fitted concentration of half-maximal effect; % of control where 0% means no effect; nearly all actives have a fitted effect of over 45% in size
#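 p53-null H1299 cells stably carrying temperature-sensitive p53-A138V and a BP100-luciferase reporter were pinned with compounds (4-point, 1:5 series) and held 24 hrs at 37 deg C. Luminescence was read 10 min after detection reagent.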
# RORgamma inh – qHTS for inhibitors of ROR gamma transcriptional activity; Nuclear receptor ROR-gamma (Mus musculus), P51450; Drosophila S2 Gal4-RORgamma UAS-luciferase reporter, 20 h; Potency, µM (top dose mostly 53.6 µM), without a hit: at the highest dose activity change, negative = inhibition, actives largely listed as inhibitors; actives 5.4% (n = 310,000); note: potency is the fitted concentration of half-maximal effect; % is set by controls: 0 for no effect and ±100 for the full control effect; nearly all actives have a fitted effect of over 60% in size
#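 Using a luciferase readout, inhibitors were identified by reduced reporter activity in Drosophila cells coexpressing a copper-inducible Gal4–ROR gamma fusion and UAS-driven Photinus luciferase, incubated 20 hr after 700 uM copper sulfate.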
# ELG1 genotoxic – qHTS screen for small molecules that induce genotoxicity in human embryonic kidney (HEK293T) cells expressing luciferase-tagged ELG1 | actives 1.3% (n = 330,000) | Potency, µM (titrated, usually from 46 µM), inactives show at the highest dose activity change, positive = activation, usual class: activators | HEK293T ELG1-luciferase reporter, luminescence, 16 h | AID 504466, 2011; note: potency is the fitted concentration of half-maximal effect; % of control where 0% means no effect; nearly all actives have a fitted effect of over 60% in size
#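 Luminescence read-out: rising ELG1-luciferase signal, reflecting elevated ELG1 protein under genetic stress, flags genotoxic compounds. Cells were treated for 16 hr at 37 °C before ONE-Glo detection.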
# NPC1 prom act – qHTS Assay for NPC1 Promoter Activators; actives 2.4% (n = 320,000); AID 485313, 2010; Huh7 NPC1 promoter luciferase reporter, 24 h; Potency, µM (highest dose often 9.22 µM), for inactives: at the highest dose activation, hits mostly activators;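 note: potency is the fitted concentration of half-maximal effect; % of control where 0% means no effect; nearly all actives have a fitted effect of over 60% in size; reporter is driven by a mutant NPC1 promoter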
#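 Luminescence read-out of NPC1 promoter-driven luciferase in stably transfected Huh7 cells; compounds delivered in DMSO and left 24 h at 37C, 5% CO2, qHTS titration format.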
# Rab9 promoter act – qHTS Assay for Rab9 Promoter Activators. actives 2.8% (n = 320,000). Potency, µM (titrated, usually from 9.22 µM), without a hit: at the highest dose activation, negative = inhibition, usual class: activators. Huh7 Rab9 promoter-luciferase reporter, luminescence, 24 h; note: potency is the fitted concentration of half-maximal effect; % of control where 0% means no effect; nearly all actives have a fitted effect of over 60% in size
#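 Cells were plated at 1500 per well in reduced-serum medium with 10% FBS and left 2 h. Compound in DMSO was then added for 24 h at 37 °C. Reporter signal was read by luminescence after 10 min with luciferase detection reagent.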
# ELG1 DNA repair – qHTS screen for small molecules that inhibit ELG1-dependent DNA repair in human embryonic kidney (HEK293T) cells expressing luciferase-tagged ELG1; actives 2.3% (n = 330,000); Potency, µM (highest dose often 46.1 µM), inactives show at the highest dose activity change, negative = inhibition, hits mostly inhibitors; HEK293T ELG1-luciferase reporter, luminescence, 16 h; DNA damage induced by 5-fluorouridine; note: potency is the fitted concentration of half-maximal effect; % is set by controls: 0 for no effect and ±100 for the full control effect; nearly all actives have a fitted effect of over 55% in size
#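 In this reporter screen, reduction of luminescence relative to DMSO vehicle indicated activity. Compounds and 5-fluorouridine were added together to 2,000 cells per well, incubated for 16 hr at 37 °C, then developed with ONE-Glo.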
# Starred values were filed as active, the others as inactive; ? = inconclusive; · = no result given. Unless noted, calls come from the whole dose curve; as a rule, active = well fitted curve in the direction sought with a large enough effect; inconclusive = small, poorly fitted or top-dose-only effect, or another doubt; inactive = no such curve, though single readings can be large; an effect the other way counts as inactive or inconclusive.
# Assay codes – A = TRPV1 ag; B = Tb PFK block; C = Gal4-VP16 FLuc; D = FLuc modulator; E = BRCA1 expr up; F = p53 reactivation; G = RORgamma inh; H = ELG1 genotoxic; I = NPC1 prom act; J = Rab9 promoter act; K = ELG1 DNA repair
1. O=C(c1ccc(NS(=O)(=O)c2ccc(F)cc2)cc1)N1CCOCC1
  A: -3; B: -7%; C: ·; D: 4%; E: -7%; F: -8%; G: ·; H: -1%; I: -3%; J: -7%; K: 5%
2. Cc1c(NC(=O)CSc2nnnn2-c2ccc(C(=O)O)cc2)c(=O)n(-c2ccccc2)n1C
  A: 1; B: 0%; C: -4%; D: 0%; E: -18%; F: -2%; G: -1%; H: 0%; I: -1%; J: -7%; K: 16%
3. Cc1ccc(S(=O)(=O)N(C)C)cc1NC(=O)C(C)OC(=O)C1CCCC1 (centres undefined)
  A: 3; B: -2%; C: ·; D: -1%; E: 8%; F: -4%; G: ·; H: -5%; I: -3%; J: -5%; K: 3%
4. O=C(C=C1CCN(c2ncc(C(F)(F)F)cc2Cl)CC1)NNC(=O)Nc1ccccc1
  A: 1; B: -3%; C: 14%; D: -3%; E: 1%; F: ?; G: 19%; H: -1%; I: -2%; J: 0%; K: 2%
5. CC(C)(C)c1csc(NC(=O)Cc2ccc(S(=O)(=O)N3CCOCC3)s2)n1
  A: ?; B: 1%; C: ·; D: -13%; E: -36%; F: -1%; G: ·; H: -4%; I: -1%; J: -6%; K: -3%
6. Cc1c(NC(=O)c2cc(-c3ccc4c(c3)OCO4)on2)c(=O)n(-c2ccccc2)n1C
  A: 2; B: -8%; C: 1%; D: -2%; E: 2%; F: 10%; G: -5%; H: -1%; I: 0%; J: -2%; K: 11%
7. O=C(CSc1nc2cc(Cl)ccc2o1)Nc1ccc(N2CCOCC2)cc1
  A: 4; B: 5%; C: -20%; D: ?; E: 13µM*; F: ?; G: 32%; H: 0%; I: ?; J: ?; K: ?
8. CC(C)c1cccc(-c2ccc3c(c2)S(=O)(=O)c2cccc(C(=O)NC4CCCC4)c2C3=O)c1
  A: ·; B: 4%; C: ·; D: ·; E: 15%; F: 4%; G: ·; H: -1%; I: ·; J: ·; K: -3%
9. O=C(OCCN1CCN(c2ncc(C(F)(F)F)cc2Cl)CC1)c1ccc(Cl)cc1
  A: -2; B: 0%; C: -9%; D: 0%; E: -20%; F: 0%; G: -18%; H: -5%; I: -2%; J: -5%; K: 20%
10. Cc1cc(C(=O)NCCCn2ccnc2)sc1-c1ccccc1
  A: ?; B: 0%; C: 5%; D: ?; E: -38%; F: -9%; G: ?; H: -7%; I: 1%; J: -7%; K: -1%
11. C[C@H](CO)N1C[C@H](C)[C@@H](CN(C)S(=O)(=O)c2cccs2)Oc2ccc(NC(=O)Cc3ccccc3)cc2C1=O
  A: ·; B: -1%; C: ·; D: ·; E: 0%; F: -4%; G: ·; H: -1%; I: ·; J: ·; K: ?
12. COc1ccc(C(=O)NCC(=O)N2CCC3(CC2)NCCc2[nH]cnc23)cc1
  A: 0; B: -3%; C: -3%; D: 1%; E: 14%; F: 13%; G: -29%; H: 2%; I: -1%; J: -1%; K: ?
13. COc1ccc(OC)c(NC(=O)C(=O)NNC(=O)C23CC4CC(CC(C4)C2)C3)c1
  A: 27; B: -1%; C: ?; D: 0%; E: -29%; F: 1%; G: 2.5µM*; H: -10%; I: -2%; J: -3%; K: 29µM*
14. CSc1nc(Cc2ccccc2)nc2ccccc12
  A: 26; B: -2%; C: -4%; D: -11%; E: 10%; F: 1%; G: -5%; H: 2%; I: -5%; J: -6%; K: 2%
15. O=C(O)C1CCCN(S(=O)(=O)c2ccccc2)C1 (centres undefined)
  A: 0; B: -3%; C: -10%; D: -15%; E: -18%; F: -1%; G: 0%; H: 0%; I: -1%; J: -6%; K: 2%
16. CC1CCCC(NC(=O)NC(=O)COC(=O)c2ccc(O)cc2O)C1C (centres undefined)
  A: 1; B: 0%; C: ·; D: ·; E: -28%; F: 1%; G: ·; H: -5%; I: -1%; J: -4%; K: -18%
17. COC(=O)c1c(NC(=O)COC(=O)C2CCC2)sc(C)c1C
  A: 13; B: -1%; C: ·; D: -15%; E: 4%; F: 7%; G: ·; H: 5%; I: 1%; J: -3%; K: 10%
18. N#Cc1ccc(Cn2c(=O)c(C#N)c3n(c2=O)CCC3)cc1
  A: 2; B: -1%; C: -15%; D: 0%; E: 1%; F: 4%; G: -11%; H: -4%; I: -4%; J: -1%; K: 0%
19. NC(=O)NCC(=O)N1CCN(S(=O)(=O)c2ccc(Cl)s2)CC1
  A: 2; B: -5%; C: ·; D: 4%; E: 0%; F: 6%; G: ·; H: -1%; I: -2%; J: -3%; K: 6%
20. CCn1c(=O)c2ccccc2n2c(SCC(=O)NCc3cccs3)nnc12
  A: -2; B: 13%; C: -1%; D: -1%; E: 0%; F: -10%; G: 9%; H: -2%; I: 2%; J: -1%; K: -14%

# Compound profiles, from the list above.
# CC1CCCC(NC(=O)NC(=O)COC(=O)c2ccc(O)cc2O)C1C (centres undefined) is listed as TRPV1 ag: 1; Tb PFK block: 0%; Gal4-VP16 FLuc: ·; FLuc modulator: ·; BRCA1 expr up: -28%; p53 reactivation: 1%; RORgamma inh: ·; ELG1 genotoxic: -5%; NPC1 prom act: -1%; Rab9 promoter act: -4%; ELG1 DNA repair: -18%
# O=C(C=C1CCN(c2ncc(C(F)(F)F)cc2Cl)CC1)NNC(=O)Nc1ccccc1 is listed as TRPV1 ag: 1; Tb PFK block: -3%; Gal4-VP16 FLuc: 14%; FLuc modulator: -3%; BRCA1 expr up: 1%; p53 reactivation: ?; RORgamma inh: 19%; ELG1 genotoxic: -1%; NPC1 prom act: -2%; Rab9 promoter act: 0%; ELG1 DNA repair: 2%

# From entry 4 up to 10, as listed above:
# Assay codes – A = TRPV1 ag; B = Tb PFK block; C = Gal4-VP16 FLuc; D = FLuc modulator; E = BRCA1 expr up; F = p53 reactivation; G = RORgamma inh; H = ELG1 genotoxic; I = NPC1 prom act; J = Rab9 promoter act; K = ELG1 DNA repair
4. O=C(C=C1CCN(c2ncc(C(F)(F)F)cc2Cl)CC1)NNC(=O)Nc1ccccc1
  A: 1; B: -3%; C: 14%; D: -3%; E: 1%; F: ?; G: 19%; H: -1%; I: -2%; J: 0%; K: 2%
5. CC(C)(C)c1csc(NC(=O)Cc2ccc(S(=O)(=O)N3CCOCC3)s2)n1
  A: ?; B: 1%; C: ·; D: -13%; E: -36%; F: -1%; G: ·; H: -4%; I: -1%; J: -6%; K: -3%
6. Cc1c(NC(=O)c2cc(-c3ccc4c(c3)OCO4)on2)c(=O)n(-c2ccccc2)n1C
  A: 2; B: -8%; C: 1%; D: -2%; E: 2%; F: 10%; G: -5%; H: -1%; I: 0%; J: -2%; K: 11%
7. O=C(CSc1nc2cc(Cl)ccc2o1)Nc1ccc(N2CCOCC2)cc1
  A: 4; B: 5%; C: -20%; D: ?; E: 13µM*; F: ?; G: 32%; H: 0%; I: ?; J: ?; K: ?
8. CC(C)c1cccc(-c2ccc3c(c2)S(=O)(=O)c2cccc(C(=O)NC4CCCC4)c2C3=O)c1
  A: ·; B: 4%; C: ·; D: ·; E: 15%; F: 4%; G: ·; H: -1%; I: ·; J: ·; K: -3%
9. O=C(OCCN1CCN(c2ncc(C(F)(F)F)cc2Cl)CC1)c1ccc(Cl)cc1
  A: -2; B: 0%; C: -9%; D: 0%; E: -20%; F: 0%; G: -18%; H: -5%; I: -2%; J: -5%; K: 20%
10. Cc1cc(C(=O)NCCCn2ccnc2)sc1-c1ccccc1
  A: ?; B: 0%; C: 5%; D: ?; E: -38%; F: -9%; G: ?; H: -7%; I: 1%; J: -7%; K: -1%

# Screening data deposited in PubChem by National Center for Advancing Translational Sciences (NCATS).
